p53ts 39C tox = p53ts cell cytotoxicity, nonpermissive temperature; H1299-p53A138V viability at 39C, ATP luminescence, 24 h; Potency, µM (titrated, usually from 46.1 µM), for inactives: at the top dose activity change, negative = cell killing, most hits filed as cytotoxic; 130,000 tested, 1.5% active; note: nearly all actives have a fitted effect of over 55% in size
Peg3 imprint = genomic imprint erasure induction. mouse ES Peg3-LacZ reporter, beta-gal luminescence, 40 h. Potency, µM (series often up to 60.7 µM), inactives show at the highest dose activity change, positive = activation, actives largely listed as activators. 110,000 tested, 0.02% active. AID 1948;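 note: 0% = negative control wells on the plate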
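Gelatin-coated wells received 300 freshly trypsinized female ES cells with a Peg3LacZ-Neo reporter on the maternal allele, then incubated 40 hours at 37C. BetaGlo was added for 5 minutes at room temperature before a single luminescence read.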
IkB sig inh = suppresses IkB signaling in ABC-DLBCL reporter cells | ABC-DLBCL IkBa-CBG/CBR dual luciferase ratio, 4 h; response scale: scaled: untreated 0%, proteasome inhibitor 100% | Potency, µM (doses to about 57.1 µM), inactives show at the top dose IkBa stabilization activation | 110,000 tested, 0.04% active | AID 445; active = well fitted curve in the direction sought with a large enough effect in the signal ratio, not every such curve was filed as active; inconclusive = small, poorly fitted or top-dose-only effect, or a change in a side signal; the % refers to the signal ratio;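 note: the direction sought is a rising ratio; 0% = basal untreated cells and 100% = reference inhibitor full response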
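Luminescence ratio of IκBα-fused green versus native red beetle luciferase in OCI-Ly3 cells, 4 h post-doxycycline with compound; red signal alone, scaled from basal (0%) to zero light (-100%), flagged nonspecific or cytotoxic effects.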
p53ts 32C tox = kills p53ts cells at the permissive temperature | H1299-p53A138V at 32C, ATP luminescence viability, 24 h | Potency, µM (titrated, usually from 46.1 µM), inactives show at the top dose activity change, negative = cytotoxicity, actives largely listed as cytotoxic | 130,000 tested, 0.93% active | AID 924;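 note: 0% = DMSO and -100% = full killing by reference compound; nearly all actives have a fitted effect of over 55% in size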
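Viability by ATPlite luminescence after 24 h compound treatment (up to 46 uM) at the permissive 32C. Cells are H1299 carrying p53 A138V. Scale runs from DMSO basal to 100 uM tamoxifen as full kill; AC50 from Hill fits.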
* = called active by the depositor; ? = inconclusive; . = not tested or not shown; & = joins results of further samples; [ ] = remark or other dose. Unless noted, calls come from the whole dose curve; as a rule, active = well fitted curve in the direction sought with a large enough effect; inconclusive = small, poorly fitted or top-dose-only effect, or another doubt; inactive = no such curve, though single readings can be large; an effect the other way counts as inactive or inconclusive. Unless noted, % is set by controls: 0 for no effect and ±100 for the full control effect; potency is the fitted concentration of half-maximal effect.

SMILES	p53ts 39C tox	Peg3 imprint	IkB sig inh	p53ts 32C tox
Cc1ccc(-c2noc(-c3nnn(CC(=O)Nc4ccc(C)c(Cl)c4)c3N)n2)cc1	-18%	16%[10.9 µM]	-0.9%	2%
COc1ccc2oc(=O)c(C(=O)N3CCN(c4ccc(C)cc4)CC3)cc2c1	13%	-17%[10.9 µM]	-0.6%	-8%
CCOc1cc(-c2cc(N)n[nH]2)cc(OCC)c1OCC	-2%	-14%	2.0%	5%
Cc1ccc(-c2noc(CN(C(=O)CCCCCN3C(=O)c4ccccc4C3=O)C(C)C)n2)cc1	16%	-12%	?	4%
O=c1[nH]c(C(F)(F)F)nc2c1nnn2Cc1ccccc1F	18%	17%	0.5%	-2%
CCC1(C)N(O)C(C)(C)C(c2ccc(F)cc2)=[N+]1[O-] (stereo not drawn)	5%	.	.	-1%
Cc1ccc(C)c(-c2nc3cc(N)ccc3o2)c1	-23%	-27%	1.6%	-6%
COc1ccc(CCNC(=O)C2(c3cccs3)CCOCC2)cc1OC	-19%	11%[10.9 µM]	3.1%	1%
CCOCCCNC(=O)c1cn(C)c2ccc(S(=O)(=O)N(C)C3CCCCC3)cc2c1=O	6%	-7%	-2.6%	5%
O=C(NCCc1ccccc1)c1cc(-c2ccco2)on1	-17%	-17%	7.4%	-11%
Cn1cccc1-c1nc2ccccc2n1Cc1ccccc1	18%	-8%	4.4%	10%
O=C(Nc1cccc(C(F)(F)F)c1)N1CC2CCCN2c2ccccc21 (stereo not drawn)	8%	-9%[10.9 µM]	0.5%	14%
CC(=O)Oc1ccc(N2C(=O)CC(N3CCOCC3)C2=O)cc1 (stereo not drawn)	7%	0%	-1.0%	-2%
CC(=O)Nc1nc2ccc(Br)cc2s1	-7%	-75%[inhibitor]	-1.6%	0%
COc1ccc(-n2c(Cc3cccn3C)nnc2SCC(=O)NC2CCCCC2)cc1	3%	-17%	3.2%	8%
Cc1ccccc1NC(=O)Cn1c(=O)n(Cc2ccccc2)c(=O)c2c(C)c(C)sc21	?	6%[10.9 µM]	6.8%	6%
CCN(C(=O)CN1CCN(c2ccc(OC)cc2)CC1)c1c(N)n(Cc2ccccc2)c(=O)[nH]c1=O	3%	-6%	-0.3%	6%
CC1=C(C(=O)OCc2ccccc2)C(c2ccc3ccccc3c2)NC(=O)N1CCCCCC(=O)O (stereo not drawn)	-9%	-13%	.	5%
CC(C)CC(=O)N1CCN(S(C)(=O)=O)CC1	6%	3%	-0.3%	-6%
Nc1cc(Br)c(N)c(Br)c1	-11%	.	1.6%	14%
Cc1ccccc1C(=O)Nc1cccc(OCc2cc(=O)n3c4c(sc3n2)CCCC4)c1	-15%	-10%[10.9 µM]	?	1%
O=C1OCCC1Sc1nc2ccccc2s1 (stereo not drawn)	3%	-3%	-2.3%	3%
CCn1c(=O)c2sccc2n2c(CCC(=O)Nc3ccc(F)cc3)nnc12	16%	-4%[10.9 µM]	14%	10%
O=S(=O)(c1cccc(Cl)c1)c1nnn2c1nc(NCc1ccc3c(c1)OCO3)c1sccc12	-11%	-17%[10.9 µM]	1.5%	-2%

Another view of four compounds above:
> Cc1ccc(-c2noc(-c3nnn(CC(=O)Nc4ccc(C)c(Cl)c4)c3N)n2)cc1
- p53ts 39C tox = -18%
- Peg3 imprint = 16%[10.9 µM]
- IkB sig inh = -0.9%
- p53ts 32C tox = 2%
> COc1ccc2oc(=O)c(C(=O)N3CCN(c4ccc(C)cc4)CC3)cc2c1
- p53ts 39C tox = 13%
- Peg3 imprint = -17%[10.9 µM]
- IkB sig inh = -0.6%
- p53ts 32C tox = -8%
> CCOc1cc(-c2cc(N)n[nH]2)cc(OCC)c1OCC
- p53ts 39C tox = -2%
- Peg3 imprint = -14%
- IkB sig inh = 2.0%
- p53ts 32C tox = 5%
> Cc1ccc(-c2noc(CN(C(=O)CCCCCN3C(=O)c4ccccc4C3=O)C(C)C)n2)cc1
- p53ts 39C tox = 16%
- Peg3 imprint = -12%
- IkB sig inh = ?
- p53ts 32C tox = 4%

Remaining list, next part
SMILES	p53ts 39C tox	Peg3 imprint	IkB sig inh	p53ts 32C tox
O=Cc1cn(CC(=O)N2CCCc3ccccc32)c2ccccc12	9%	.	.	12%
CC(NS(=O)(=O)c1ccccc1)C(=O)Nc1ccc(S(N)(=O)=O)cc1 (stereo not drawn)	8%	-6%	1.4%	1%
COc1ccccc1NC(=O)c1c(NC(=O)COc2ccccc2)sc2c1CCCCC2	14%	-12%[10.9 µM]	?	-1%
CCCc1cc(=O)oc2cc(C)c(CN3CCCC3)c(O)c12	6%	2%	0.8%	18%
CC1(C)CC(=O)C2=C(C1)NC(=O)CC2c1ccc(N(CCC#N)CCC#N)cc1 (stereo not drawn)	-4%	.	.	-3%
Cc1nn(-c2ccc(N3CCCC3)nn2)c(C)c1CCC(=O)N1CCN(c2ccccc2)CC1	-7%	-10%[10.9 µM]	?	-6%
CC1CCN(C(=O)c2cc(-c3ccc(Cl)cc3)on2)CC1	0%	4%[10.9 µM]	?	8%
COCCNC(=O)C1CCN(c2nc3ccccc3nc2C(F)(F)F)CC1	6%	-3%[10.9 µM]	-1.2%	11%
COc1ccccc1N1CCN(C(=O)C(F)F)CC1	-2%	-11%	6.9%	1%
O=c1c(CCc2ccccc2)nc2cnc(Nc3ccccc3)nc2n1Cc1cccs1	-9%	.	1.8%[11.4 µM]	-21%
N#Cc1ccsc1NC(=O)CSc1ncn[nH]1	20%	-5%	0.7%	7%
COc1cccc(NC(=O)Cn2c(=O)n(-c3ccc(CC(=O)NCC4CCCO4)cc3)c(=O)c3ccccc32)c1 (stereo not drawn)	20%	6%[10.9 µM]	?	11%
COc1ccc(NC(=O)CCNS(=O)(=O)c2cccc3nsnc23)cc1OC	34%[activator]	-8%[10.9 µM]	-1.0%	8%
O=C(NCc1cccs1)C1CCN(S(=O)(=O)c2cccs2)CC1	-5%	-15%	0.8%	3%
CC(=O)C(C)Oc1cc(C)cc2oc(=O)c(C)c(C)c12 (stereo not drawn)	-3%	-10%	-1.6%	7%
O=S(=O)(NCC(c1ccco1)N1CCOCC1)c1ccc(Cl)cc1 (stereo not drawn)	0%	-15%[10.9 µM]	3.7%	6%
C#CC(C)(CC)NC(=O)Cn1nnc(-c2ccc(S(C)(=O)=O)cc2)n1 (stereo not drawn)	-4%	-24%	-0.4%	7%
Clc1cccc(CSc2nc(NCCc3ccccc3)c3ccccc3n2)c1	-23%	-18%[10.9 µM]	-1.2%	-18%
Cc1ccc(-n2nc3c(=O)n(CCCC(=O)NCc4ccccc4C)nc(C)c3c2C)cc1	-5%	23%[10.9 µM]	?	-5%
Cc1cc(NC(=O)Nc2cc(C)nn2-c2ccccc2)n(-c2ccccc2)n1	-2%	-31%[inhibitor]	-0.6%	9%
C=CCc1ccccc1OCC(O)CNC(C)C (stereo not drawn)	3%	-21%&-24%	.	-10%
CC(C)(C)c1ccccc1NC(=O)c1cccnc1	7%	1%	-3.0%	9%
Cc1cccc(OCCSc2nc3ccccc3n2CC(=O)N2CCOCC2)c1C	-4%	-18%[10.9 µM]	?	-6%
CCC(c1nnnn1Cc1ccco1)N(CCc1ccccc1)Cc1cc2cc(C)ccc2[nH]c1=O (stereo not drawn)	-13%	-15%	?	-11%
O=C(CSc1ccc2nnc(-c3ccccn3)n2n1)NCc1ccco1	8%	-8%	4.4%	-7%
C=C(C)c1cccc(C(C)(C)NC(=O)N2CCCC(C)C2)c1 (stereo not drawn)	-13%	.	.	1%
Cc1nn(C)cc1CN(C)C(=O)c1cc(-c2ccccc2)nc2ccc(Br)cc12	?	-10%[10.9 µM]	?	-19%
CC1=C(C(=O)Nc2ccc(C)cc2C)C(c2sccc2C)n2ncnc2N1 (stereo not drawn)	-8%	-6%[10.9 µM]	0.5%	3%
CCOCCc1nnc(NC(=O)C(=O)c2cc(C)n(-c3cccc(C)c3)c2C)s1	8%	-7%[10.9 µM]	?	3%
CCOC(=O)c1ccc(N2C(=O)c3[nH]nc(-c4ccc(OC)cc4)c3C2c2ccccc2Cl)cc1 (stereo not drawn)	22%	?	0.6%	12%
O=C(CC1CCS(=O)(=O)C1)Nc1ccc[nH]c1=O (stereo not drawn)	-11%	-8%	0.0%	-4%
O=C(c1noc2c1CCCC2)N1CCOCC1	0%	9%	3.5%	-16%
O=c1oc2ccccc2cc1O	2%	-12%	.	-7%
Cc1cc(C)cc(C(=O)NCCc2sc(-c3ccc(F)cc3)nc2C)c1	37%[activator]	-6%[10.9 µM]	?	1%
CCn1c(SCC(=O)NCc2ccc3c(c2)OCO3)nnc1-c1cccs1	22%	2%	0.3%	-3%
Cn1c(=O)[nH]c(=O)c2c1nc(Br)n2CCSc1nc2ccccc2o1	13%	-7%	5.3%	9%
O=S(=O)(NCC(c1ccco1)S(=O)(=O)c1ccccc1)c1cc(F)ccc1F (stereo not drawn)	24%	13%[10.9 µM]	1.0%	13%
O=c1c2[nH]c3ccccc3c2ncn1Cc1cccnc1	-4%	-6%	-1.5%	-19%
O=C(Nc1cccc(F)c1)N1CC[C@@]2(CCCN(C(=O)c3ccncc3)C2)C1	-4%	.	2.4%[11.4 µM]	-4%
Cc1ccc(NC(=O)COc2ccc3oc4c(c3c2)CCCC4)nc1	-2%	-7%	3.0%	6%
COc1ccc(CNC(=O)c2ccc3c(c2)N(Cc2cccc(Cl)c2)C(=O)c2ccccc2S3)c(OC)c1	-25%	-17%[10.9 µM]	?	2%
Cc1nn(Cc2cccc(C(=O)NCC(C)C)c2)c(C)c1Br	-12%	.	.	8%
Cc1cccc(C)c1NC(=O)Cn1c(=O)n(CCCC(=O)NCc2ccco2)c(=O)c2sccc21	-1%	-15%	-2.5%	-14%
CCSC1=C(C#N)C(c2ccc(OC)c(OC)c2)CC(=O)N1 (stereo not drawn)	8%	-4%	0.5%	6%
Cc1cc(NC(=O)CN2C(=O)CSc3ccc(S(=O)(=O)N(C)C)cc32)ccc1Br	-5%	6%[10.9 µM]	?	0%
Cn1c(Cc2ccccc2)nnc1SCC(=O)NC1CCCCC1	6%	-5%	3.5%	5%
O=S(=O)(NCC(c1ccco1)S(=O)(=O)c1cccs1)c1ccccc1 (stereo not drawn)	12%	-14%[10.9 µM]	?	-6%
COc1cccc(OC)c1C(=O)Nc1ccccc1N1CCCC1	7%	6%	-1.1%	-3%
O=C1c2ccccc2S(=O)(=O)N1CC(O)Cn1ccc2ccccc21 (stereo not drawn)	1%	-7%	-4.0%	-1%
N#Cc1nc(-c2ccc(OCc3ccc(Cl)cc3)cc2)oc1N1CCC(C(N)=O)CC1	3%	-3%	-0.3%	1%
Cc1ccc2[nH]c(=O)c(-c3noc(-c4ccncc4)n3)cc2c1	-10%	8%	2.7%	-5%
CCOC(=O)C(C)On1c(SC(C)C(=O)OCC)nc2ccccc2c1=O (stereo not drawn)	5%	-12%	1.5%	3%
Cc1ccc(-c2cnc(C3CC3)o2)cc1S(=O)(=O)Nc1cccc(C#N)c1	-11%	-10%[10.9 µM]	?	10%
Cc1ccc2cccc(NC(=O)c3ccc(-c4cc(Cl)ccc4Cl)o3)c2n1	30%[activator]	-6%[10.9 µM]	?	7%
C[N+](C)(C)CC[N+]1(C)Cc2c(Cl)c(Cl)c(Cl)c(Cl)c2C1	-4%	-11%	-0.1%	-10%
CCN1C(=O)c2c(C)nc3ccccc3c2C1=O	14%	21%	1.6%	6%
CCCOc1ccc(C2c3c(-c4ccccc4O)n[nH]c3C(=O)N2Cc2ccncc2)cc1OCC (stereo not drawn)	0%	-16%[10.9 µM]	-0.3%	10%
COc1ccc(-n2c(=O)c3c4c(sc3n(Cc3ccc(F)cc3)c2=O)CN(C(C)=O)CC4)c(OC)c1	-9%	2%[10.9 µM]	7.9%	14%

An excerpt from above in order of the Peg3 imprint value, descending.
SMILES	Peg3 imprint
CCN1C(=O)c2c(C)nc3ccccc3c2C1=O	21%
Cc1ccc2[nH]c(=O)c(-c3noc(-c4ccncc4)n3)cc2c1	8%
C[N+](C)(C)CC[N+]1(C)Cc2c(Cl)c(Cl)c(Cl)c(Cl)c2C1	-11%

Compound activity (PubChem BioAssay)
